Source: PubChem BioAssay
HEK293 tox = cytotoxicity counter-screen for GLP-1 receptor inverse agonists. HEK293 cAMP-luciferase reporter cells, luminescence, 24 h. Potency, µM (doses to about 38.3 µM), without a hit: top-dose activity change, negative = inhibition, most hits filed as inhibitors. hit rate 0.13% among 410,000;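 further: loss of luciferase light is scored as toxicity; potency means the concentration at half of the fitted maximal effect; on the % scale 0 is the no-effect control and ±100 the full control effect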
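1536-well qHTS counterscreen of the MLSMR; 200 cells/uL, 12 h pre-incubation, 23 nL cpd, 24 h at 37 deg C 5% CO2, luciferase detection reagent, 12 min RT, luminescence. Inhibition = undesired.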
PLK1 PBD inh = PLK1 (human) polo-box domain binding inhibition; Plk1 PBD binding of FITC phosphopeptide, fluorescence polarization; P53350; AID 720504; Potency, µM, inactives show max response, negative = inhibition, most hits filed as inhibitors; hit rate 2.8% among 360,000; further: potency means the concentration at half of the fitted maximal effect; series mostly up to about 57 µM; on the % scale 0 is the no-effect control and ±100 the full control effect; nearly all actives have a fitted effect of over 65% in size
D3 antag = D3 dopamine receptor (human) antagonism; AID 652054; P35462; max response, negative = inhibition, %; hit rate 2.5% among 360,000; D3R cells, DiscoveRx beta-arrestin luminescence, antagonist mode; stronger effect = lower value; in the data active means max response below about -50%; inconclusive means no clear call, values can overlap the other calls; further: on the % scale 0 is the no-effect control and ±100 the full control effect; mostly tested at two doses, the higher about 12 µM
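Cells expressing the human receptor were seeded at 1500 cells/well, incubated overnight at 37 degrees C in 5% CO2, then exposed to library compounds with dopamine controls for 90 minutes at 37 degrees C before luminescent detection.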
PI5P4Ka inh = inhibitors of human PI5P4K alpha | AID 652105 | max response, % | PI5P4Kalpha enzyme, ADP-Glo luminescence, 60 min; stronger effect = lower value | hit rate 1.2% among 330,000; active means max response of -50% or lower; inconclusive means between -30% and -50%; inactive means -30% or higher; further: value at the top dose of about 77 µM; on the % scale 0 is the no-effect control and ±100 the full control effect
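Reactions run in 0.038 M HEPES pH 7.4, 0.28 mM EGTA, 0.1% CHAPS and 5% DMSO, with PI5P4Kalpha, substrate, compound and 5 microM ATP final, one hour at room temperature. Readout is ADP-Glo luminescence.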
GLP1R ag = agonists of human GLP-1 receptor. P43220. HEK293 GLP-1R CRE-luciferase, luminescence, 4-6 h; cells express a hypersensitive GLP-1R form. Potency, µM (series often up to 45.6 µM), inactives show at the highest dose activation, actives largely listed as activators. hit rate 0.007% among 380,000. AID 624172; further: potency means the concentration at half of the fitted maximal effect; % of control where 0% means no effect
GLP1R inv ag = inverse agonists of human GLP-1 receptor; P43220; HEK293 GLP-1R CRE-luciferase, luminescence, 24 h; GLP-1R form is constitutively active; Potency, µM (series often up to 38.3 µM), inactives show top-dose activity change, negative = inhibition, most hits filed as inhibitors; hit rate 1.6% among 410,000; further: potency means the concentration at half of the fitted maximal effect; on the % scale 0 is the no-effect control and ±100 the full control effect; nearly all actives have a fitted effect of over 55% in size
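Using stably transfected HEK293 (constitutively active GLP-1R, cAMP-luciferase reporter), compounds were incubated 24 hr and luciferase measured by luminescence.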
IL-2 act = activators of IL-2; hit rate 0.065% among 360,000; activation, % (series mostly up to about 46 µM); IL-2 activation reporter assay, cell-based qHTS; stimulated with anti-CD3/CD4/CD28 beads; in transgenic mouse T cells; in the data active means activation above about 50%; inconclusive means mostly about 30% to 49%; further: 0% is about no effect
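Readout is EGFP and DsRed signal by fluorescent plate cytometry after 18 h at 37 degrees C. Transgenic mouse T cells (750/well) received compound for 60 min before bead stimulation (anti-CD3, anti-CD4, anti-CD28); memory T cells served as non-tolerant control.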
DRD3 agonist = agonists of human D3 dopamine receptor; P35462; AID 652048; hit rate 0.58% among 410,000; D3R DiscoveRx beta-arrestin cells, luminescence, 90 min; max activation, %; in the data active means max activation above about 30%; further: 0% is about no effect; mostly tested at two doses, the higher about 12 µM
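Agonist-mode cell screen: cells plated at 1500/well and incubated overnight at 37 °C, then exposed to library compounds for 90 min at 37 °C. Detection reagent was added for 30–60 min at room temperature, and luminescence was read.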
WRN helicase inh = blocks human WRN helicase; hit rate 0.46% among 360,000; AID 651768; WRN helicase unwinding, fluorescent forked duplex, kinetic; Potency, µM (titrated, usually from 114 µM), inactives show at the highest dose activity change, negative = inhibition, hits mostly inhibitors; further: potency means the concentration at half of the fitted maximal effect; on the % scale 0 is the no-effect control and ±100 the full control effect; nearly all actives have a fitted effect of over 55% in size
Target sequence (Q14191 whole entry, looked up): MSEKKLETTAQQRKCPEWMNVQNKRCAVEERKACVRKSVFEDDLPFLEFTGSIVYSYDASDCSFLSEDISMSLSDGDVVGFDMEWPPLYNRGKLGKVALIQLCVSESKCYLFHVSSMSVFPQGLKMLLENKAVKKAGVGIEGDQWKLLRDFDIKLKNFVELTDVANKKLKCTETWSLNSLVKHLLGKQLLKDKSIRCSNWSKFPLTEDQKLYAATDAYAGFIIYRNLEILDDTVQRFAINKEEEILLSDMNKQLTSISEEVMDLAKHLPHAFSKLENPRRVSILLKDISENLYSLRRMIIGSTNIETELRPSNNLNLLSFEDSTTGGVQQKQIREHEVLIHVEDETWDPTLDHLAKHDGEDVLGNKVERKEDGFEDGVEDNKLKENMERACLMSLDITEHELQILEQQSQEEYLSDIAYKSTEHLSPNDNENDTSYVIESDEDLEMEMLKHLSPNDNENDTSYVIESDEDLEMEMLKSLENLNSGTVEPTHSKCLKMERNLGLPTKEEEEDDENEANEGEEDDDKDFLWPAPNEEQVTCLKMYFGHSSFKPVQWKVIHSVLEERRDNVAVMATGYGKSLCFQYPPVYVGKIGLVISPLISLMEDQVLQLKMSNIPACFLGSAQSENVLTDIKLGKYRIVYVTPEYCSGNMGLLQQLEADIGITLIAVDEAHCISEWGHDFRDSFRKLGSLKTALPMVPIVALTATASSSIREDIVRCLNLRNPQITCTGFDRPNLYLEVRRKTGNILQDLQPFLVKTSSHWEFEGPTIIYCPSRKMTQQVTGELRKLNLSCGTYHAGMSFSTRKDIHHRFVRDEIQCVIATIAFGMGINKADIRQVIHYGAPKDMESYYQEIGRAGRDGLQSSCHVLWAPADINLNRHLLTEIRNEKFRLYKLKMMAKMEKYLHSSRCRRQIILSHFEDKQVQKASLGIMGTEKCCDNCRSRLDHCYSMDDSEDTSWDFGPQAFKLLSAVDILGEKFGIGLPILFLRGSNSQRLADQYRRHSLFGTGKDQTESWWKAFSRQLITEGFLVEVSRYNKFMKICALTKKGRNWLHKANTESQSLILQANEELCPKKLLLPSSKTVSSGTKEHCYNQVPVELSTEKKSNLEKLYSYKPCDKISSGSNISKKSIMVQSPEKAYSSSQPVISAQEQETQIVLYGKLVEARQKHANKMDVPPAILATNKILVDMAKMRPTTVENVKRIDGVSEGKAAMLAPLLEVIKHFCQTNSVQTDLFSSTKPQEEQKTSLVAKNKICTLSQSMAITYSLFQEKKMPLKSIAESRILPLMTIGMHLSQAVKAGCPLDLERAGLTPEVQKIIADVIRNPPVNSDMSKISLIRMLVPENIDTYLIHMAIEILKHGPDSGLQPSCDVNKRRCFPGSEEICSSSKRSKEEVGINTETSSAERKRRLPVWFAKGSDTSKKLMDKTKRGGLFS
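Primary qHTS, 1536-well format. 20 nM WRN + compound, 15 min RT; start with 100 nM forked fluorophore/quencher duplex, 2 mM ATP (final); kinetic read ex 525/em 598 nm.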
Active calls of the source: *; ? = inconclusive; . = not tested or not shown; & = joins results of further samples; [ ] = remark or other dose. Unless noted, the call rests on the fitted dose curve; in most records, active means well fitted curve in the direction sought with a large enough effect; inconclusive means small, poorly fitted or top-dose-only effect, or another doubt; inactive means no such curve, though single readings can be large; an effect the other way counts as inactive or inconclusive.

SMILES	HEK293 tox	PLK1 PBD inh	D3 antag	PI5P4Ka inh	GLP1R ag	GLP1R inv ag	IL-2 act	DRD3 agonist	WRN helicase inh
CN1CCN(C(c2cccc(Cl)c2)c2ccccc2Cl)CC1 (stereo unspecified)	-6.9%	-10.9%	-80.8*	-7.3	-3.8%	?	-3.0	-21.7	-21.7%
CN(Cc1ccccc1)C(=O)C(=O)c1c[nH]c2ccccc12	0.0%	1.6%	24.5	1.4	-0.7%	?	-0.9	2.3	13.4%
CCOC(=O)c1sc(NC(=O)c2cc(-c3ccccc3C)nc3ccccc23)c(C#N)c1C	?	5.32µM*	40.4	-19.2	-4.6%	?	-2.2	33.2*	?
CN(C(=O)c1ccc(NC(=O)Cc2ccc(NC(=O)C3CCCN(C(=O)CCc4ccccc4)C3)cc2)cc1)C1CC1 (stereo unspecified)	-18.9%	-7.4%	0.0	-5.1	-2.9%	17.1%	-0.7	4.8	-0.4%
CCn1c(CNC(=O)c2ccc(OC)cc2)nnc1SCC(=O)Nc1ccc(OC)cc1	3.6%	.	.	.	-2.3%	2.3%	.	-22.5	.
C=CC[C@@H](CC(=O)N[C@H](CO)Cc1ccccc1)C(=O)NCCOC(=O)[C@@H](CC=C)Cc1ccc(F)cc1	0.2%	-15.0%	0.0	1.8	8.5%	-15.9%	-4.0	-13.2	-27.1%
CC(Cc1ccc(O)c(O)c1)C(C)Cc1ccc(O)c(O)c1 (stereo unspecified)	-10.5%	-16.3%	12.0	-81.6*	7.3%&-8.1%	-24.1%	-0.5	16.5	17.8µM*
O=C(O)c1ccc(CSc2nnc(-c3ccc(Cl)cc3)o2)cc1	3.1%	-8.2%	8.7	0.1	-6.8%	12.8%	-0.3	3.2	-13.5%
Cc1ncc(CSc2nccc(=O)[nH]2)c(CO)c1O	-5.1%	-19.4%	-11.0	-11.5	-2.8%	-7.2%	2.4	-4.3	-2.9%
Cc1ccc(C(=O)OC(C(=O)O)C(OC(=O)c2ccc(C)cc2)C(=O)O)cc1 (stereo unspecified)	0.4%	0.4%	-0.7	-0.6	-5.6%	-4.1%	2.8	-3.5	-3.7%
O=C(OCC(=O)c1ccc[nH]1)c1ccc([N+](=O)[O-])cc1	-0.8%	-10.4%	-16.7	-22.8	-0.1%	0.5%	-0.6	-4.7	-1.4%
CC1(C)CC2CC(C)(CN2S(=O)(=O)c2ccc(C(=O)Nc3ccc(S(=O)(=O)N4CCOCC4)cc3)cc2)C1 (stereo unspecified)	10.9%	-1.3%	-5.6	0.6	0.6%	11.2µM*	-3.2	1.2	-27.2%[57.1 µM]
COc1cccc(/C=C2/Sc3ccc(C(=O)NCCN4CCCCCC4)cc3NC2=O)c1	?	-3.1%	-18.8	?	-1.4%	?	-1.0	1.7	3.3%[11.6 µM]
COCCCN1CCc2[nH]c(=S)[nH]c(=O)c2C1	-10.5%	-12.8%	-13.9	3.4	-4.7%	8.4%	0.3	-7.7	5.3%
CCCC(=O)Nc1ccc(Cl)c(NC(=O)c2cccnc2)c1	1.9%	-7.4%	-3.1	.	-4.2%	2.6%	-1.6	-7.0	-6.3%
CC(=O)NC(Cc1ccccc1)C(C)=O (stereo unspecified)	-5.6%[7.66 µM]	-17.5%	11.3	2.8	-1.3%	2.8%[7.66 µM]	0.0	5.3	-0.5%
Cc1ccc(S(=O)(=O)c2c(COC(=O)c3ccc(Cl)cc3)c(-c3ccccc3)nn2C)cc1	1.8%	-11.3%	-19.6	-1.0	0.1%	16.0%	-1.0	-3.8	10.7%
Cc1cccc(-n2nnc(C(=O)NCc3ccco3)c2N)c1	-8.6%	-6.5%	-11.0	4.7	20.5%	8.9%	-0.1	-4.6	3.7%
O=C(CSc1nc2ccccc2[nH]1)NCCc1ccc(Cl)cc1	-2.9%	-12.9%	-2.3	6.2	16.9%	?	-3.1	-0.7	?
O=S(=O)(c1ccc2nc(COc3ccc(Cl)cc3Cl)[nH]c2c1)N1CCOCC1	0.7%	-6.7%	0.0	.	8.8%	?	-0.7	-17.7	-17.7%
CN(C)c1nc(Oc2ccc(=O)[nH]n2)nc(N2CCOCC2)n1	24.3%	-8.7%	-18.0	-0.2	3.6%	17.3%	-0.2	-9.1	-3.3%
COc1ccc(CC(=O)NC2CCN(CC(=O)N3CCCc4ccccc43)CC2)cc1OC	12.1%	-8.1%	-21.2	.	11.1%	8.0%	0.4	-29.6	6.9%
CCOCCCNS(=O)(=O)Cc1ccccc1	-12.7%	1.0%	6.8	.	-11.2%	13.0%	-1.0	6.2	1.9%
CCc1ccc(OCC(=O)NCCc2ccc3c(c2)OCCO3)cc1	7.6%	-1.5%	-11.0	-1.9	7.3%	?	1.1	-6.1	-3.8%
O=C1C=C(NNC(=O)c2ccncc2)CC(c2ccccc2)C1 (stereo unspecified)	-13.7%	-2.8%	15.6	0.1	-4.7%	8.8%	1.7	2.0	3.7%

Taken from the entries so far for reference:
SMILES	HEK293 tox	PLK1 PBD inh	D3 antag	PI5P4Ka inh	GLP1R ag	GLP1R inv ag	IL-2 act	DRD3 agonist	WRN helicase inh
CN1CCN(C(c2cccc(Cl)c2)c2ccccc2Cl)CC1 (stereo unspecified)	-6.9%	-10.9%	-80.8*	-7.3	-3.8%	?	-3.0	-21.7	-21.7%
CN(Cc1ccccc1)C(=O)C(=O)c1c[nH]c2ccccc12	0.0%	1.6%	24.5	1.4	-0.7%	?	-0.9	2.3	13.4%

Another view of some results above.
> O=C(O)c1ccc(CSc2nnc(-c3ccc(Cl)cc3)o2)cc1
  HEK293 tox = 3.1%
  PLK1 PBD inh = -8.2%
  D3 antag = 8.7
  PI5P4Ka inh = 0.1
  GLP1R ag = -6.8%
  GLP1R inv ag = 12.8%
  IL-2 act = -0.3
  DRD3 agonist = 3.2
  WRN helicase inh = -13.5%
> O=C(OCC(=O)c1ccc[nH]1)c1ccc([N+](=O)[O-])cc1
  HEK293 tox = -0.8%
  PLK1 PBD inh = -10.4%
  D3 antag = -16.7
  PI5P4Ka inh = -22.8
  GLP1R ag = -0.1%
  GLP1R inv ag = 0.5%
  IL-2 act = -0.6
  DRD3 agonist = -4.7
  WRN helicase inh = -1.4%

(next part)
SMILES	HEK293 tox	PLK1 PBD inh	D3 antag	PI5P4Ka inh	GLP1R ag	GLP1R inv ag	IL-2 act	DRD3 agonist	WRN helicase inh
CC(NC(=O)CN(c1cccc(C(F)(F)F)c1)S(=O)(=O)c1ccc(Cl)c([N+](=O)[O-])c1)c1ccccc1 (stereo unspecified)	-17.1%	-9.4%	-53.8*	6.5	-0.8%	?	-4.2	-17.0	-7.0%
Cc1cc2nc(-c3cccc(Cl)c3)c(Cc3cccc(Cl)c3)n2c(C)c1Br	2.4%	-9.0%	9.9	-0.5	-0.9%	?	-0.1	3.7	-6.5%
Cc1onc(-c2ccccc2)c1C(=O)N1CCN(C/C=C/c2ccccc2)CC1	2.1%	0.2%	0.0	-7.1	8.7%	?	-2.4	2.5	-4.7%
CC1CN(C(=O)c2cccc(S(=O)(=O)N3CCN(c4ccc(F)cc4)CC3)c2)CC(C)O1 (stereo unspecified)	-10.6%	0.0%	1.2	-6.2	-3.3%	-3.8%	-2.7	4.0	1.5%
CCOC(=O)N1CCN(C(=O)CCNS(=O)(=O)c2ccc3c(c2)c(=O)n(C)c(=O)n3C)CC1	-7.3%	-1.8%	5.5	3.0	-1.0%	-3.2%	-2.5	1.7	0.8%
CC(=O)Nc1ccc(S(=O)(=O)Nc2nnc(C(C)(C)C)s2)cc1	0.9%	-13.6%	13.0	.	7.8%	4.9%	0.9	1.7	-3.4%
CCc1ccc(OCC(=O)N2CCN(c3ccccc3F)CC2)cc1	4.6%	-9.6%	-2.4	2.3	-0.1%	?	0.8	-5.0	4.5%
COc1cccc(NC(=O)c2ccc3c(c2)OCO3)c1	-6.4%	-2.8%	-3.8	-13.1	-2.3%	?	2.2	5.4	3.5%
O=C(Cn1nc(C(F)(F)F)cc1C1CC1)Nc1ccccc1F	0.2%	-3.9%	5.5	1.0	0.3%	-17.6%	-2.1	2.0	10.5%
CCOC(=O)C1CCCN(C(=O)C2CCN(S(=O)(=O)c3ccc4ccccc4c3)CC2)C1 (stereo unspecified)	17.3%	-7.4%	7.7	5.6	-2.5%	-15.9%	-5.1	-2.4	-26.0%
O=C(COC(=O)Cc1ccsc1)Nc1ccc(F)cc1Cl	2.1%	5.8%	21.5	1.5	0.9%	0.4%	-0.1	-7.0	0.8%
COc1ccc(NC(=O)CSc2n[nH]c(N)n2)cc1OC	2.8%	-4.4%	-12.6	-6.0	-0.6%	0.2%	0.8	-3.8	-5.5%
O=C(CN(C(=O)CSc1nc2ccccc2o1)c1ccccc1)NC1CCCCC1	-18.1%	-7.3%	-7.5	.	-0.7%	-23.6%	0.2	-4.2	2.8%
Cc1nc(-c2ccc(Cl)cc2)sc1C1(C)CC(c2ccccc2)=NO1 (stereo unspecified)	10.7%	-9.7%	1.7	3.9	0.4%	-12.6%	-0.4	-1.7	2.2%
Cc1c(C(=O)CN2CCOCC2)[nH]c2ccccc12	-5.7%	-7.6%	8.6	5.1	-14.3%	3.6%	-0.7	3.6	-1.7%
COC(=O)c1sc2ncccc2c1OCc1ccc(Cl)cc1	8.8%	-3.3%	1.8	7.2	2.6%	18.3%	2.0	-1.0	-1.9%
Cc1ccc(NC(=O)C2CCN(C(=O)NCc3ccccc3)CC2)cc1C	-2.4%	-2.6%	-6.7	1.5	9.8%	?	0.3	-1.3	4.8%
NNC(=O)CNC(=O)c1ccccc1F	4.7%	-6.7%	-8.0	-6.6	-8.4%	4.5%	-2.0	-18.0	15.3%[57.1 µM]
CC12CCC(c3c(C(=O)O)nn(-c4ccc(F)cc4)c31)C2(C)C (stereo unspecified)	56.5%[activator]	?	3.2	-3.2	1.4%	-0.7%	2.7	0.9	-9.7%
CCN(C(=O)COC(=O)C12CC3CC(CC(NC(C)=O)(C3)C1)C2)C1CCCCC1	-3.7%	0.1%	14.9	-4.0	1.7%	?	-2.7	-2.2	3.4%
COc1ccc(S(=O)(=O)N2CCCC(C(=O)N3CCOCC3)C2)cc1Cl (stereo unspecified)	-0.6%	1.8%	13.7	-3.0	0.1%	-1.7%	-0.6	-2.2	-2.2%
COc1cccc(N2CCN(C(=O)CCSCc3ccccc3F)CC2)c1	0.2%&2.8%	-4.9%	1.7	-4.1	8.0%	-11.0%&-10.1%	-1.1	-2.3&4.9	-5.6%
